Luciferase inh: firefly luciferase inhibition; AID 411; purified firefly luciferase, luminescence, 8 min; Potency, µM (series often up to 57.1 µM), inactives show at the highest dose activity change, negative = inhibition, usual class: inhibitors; hit rate 2.2% among 72,000; also: potency is read from the fitted curve at half-maximal effect; % is scaled to controls: 0 for no effect and ±100 for the full control effect; nearly all actives have a fitted effect of over 40% in size
Target sequence (P08659 whole entry, looked up): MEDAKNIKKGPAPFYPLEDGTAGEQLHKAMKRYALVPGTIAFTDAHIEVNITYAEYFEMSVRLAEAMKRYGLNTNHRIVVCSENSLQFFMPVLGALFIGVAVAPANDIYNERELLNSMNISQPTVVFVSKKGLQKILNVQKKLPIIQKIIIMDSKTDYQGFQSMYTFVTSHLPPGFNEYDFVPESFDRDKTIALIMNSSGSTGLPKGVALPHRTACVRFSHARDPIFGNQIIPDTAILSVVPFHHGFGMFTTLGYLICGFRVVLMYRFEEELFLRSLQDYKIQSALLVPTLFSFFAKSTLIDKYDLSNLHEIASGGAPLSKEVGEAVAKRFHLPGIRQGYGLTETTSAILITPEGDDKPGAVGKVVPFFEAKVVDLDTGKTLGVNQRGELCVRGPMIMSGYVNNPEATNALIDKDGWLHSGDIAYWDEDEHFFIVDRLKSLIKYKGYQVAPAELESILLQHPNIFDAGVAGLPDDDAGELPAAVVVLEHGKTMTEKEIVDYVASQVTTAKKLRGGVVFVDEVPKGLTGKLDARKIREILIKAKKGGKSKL
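Inhibition of light generation by firefly luciferase from ATP and luciferin was profiled with concentration-response curves per sample, ATP held at 10 uM within the enzyme's linear range. Plates were read by luminescence after an 8-minute ambient incubation.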
A350 autofl: A350 region autofluorescence. hit rate 11% among 59,000. AID 590. max dye-equivalent concentration, M. Compound autofluorescence, 340/450 nm, Alexa 350 dye-equivalents; stronger effect = higher value; in the data active = max dye-equivalent concentration above about 10 nM; inconclusive = mostly about 1.1 nM to 9.6 nM
USP2a inhib: inhibitors of human ubiquitin-specific protease USP2a; USP2a enzymatic assay, qHTS inhibition; hit rate 0.1% among 60,000; Potency, µM (highest dose often 38.3 µM), without a hit: at the highest dose activity change, negative = inhibition, actives largely listed as inhibitors; O75604;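 also: potency is read from the fitted curve at half-maximal effect; nearly all actives have a fitted effect of over 60% in size; plate controls were DMSO for no effect and NEM full inhibition control for full effect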
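Inhibition is measured in a cell-free coupled assay with 20 nM USP2 core, 20 nM Ub-PLA2 and 20 uM NBD C6-HPC, 2.5 h incubation. Activity normalized to NEM control.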
Caspase-7 inhib: caspase-7 (human) inhibition, allosteric or competitive; recombinant caspase-7, Ac-DEVD-AFC fluorescence rate; Potency, µM (top dose mostly 57.5 µM), without a hit: at the highest dose activity change, negative = inhibition, usual class: inhibitors; hit rate 0.02% among 75,000; active = well fitted inhibition curve with a large enough effect in the main read-out, with a control signal flat, not every such curve was filed as active; inconclusive = small, poorly fitted or top-dose-only effect, or a change in a side signal; also: potency is read from the fitted curve at half-maximal effect; % of control where 0% means no effect
Target sequence (P55210 24-198 limits assumed): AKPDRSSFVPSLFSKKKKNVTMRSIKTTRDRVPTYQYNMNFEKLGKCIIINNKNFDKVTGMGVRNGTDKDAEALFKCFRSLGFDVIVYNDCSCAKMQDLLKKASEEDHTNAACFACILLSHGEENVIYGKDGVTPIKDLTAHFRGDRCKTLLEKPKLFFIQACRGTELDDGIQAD
Target sequence (P55210 207-303 limits assumed): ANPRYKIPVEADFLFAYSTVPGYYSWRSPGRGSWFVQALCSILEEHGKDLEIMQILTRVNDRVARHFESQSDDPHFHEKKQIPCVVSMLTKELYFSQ
BRCT inh red: inhibitors of human BRCA1 BRCT-phosphoprotein interaction (red fluorophore); Potency, µM (series often up to 76.9 µM), for inactives: top-dose activity change, negative = inhibition, usual class: inhibitors; AID 892; hit rate 0.03% among 75,000; BRCT-phosphopeptide binding, red fluorescence polarization; also: % is scaled to controls: 0 for no effect and ±100 for the full control effect
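Rhodamine-labelled pBACH1 10-mer (100 nM) bound to BRCT domain (100 nM) at pH 7.3; compounds incubated 12 min room temperature, polarization read. Free peptide defines full inhibition; unlabelled decapeptide titrated as control.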
Casp1 inh: allosteric or competitive inhibitors of human caspase-1 | P29466 | Caspase-1 enzyme, Ac-WEHD-AFC fluorogenic rate | Potency, µM (series often up to 57.5 µM), for inactives: at the top dose activity change, negative = inhibition, most hits filed as inhibitors | hit rate 0.03% among 75,000;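 also: potency is read from the fitted curve at half-maximal effect; plate controls were vehicle for no effect and no substrate for full effect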
HEK293 cAMP cs: parental HEK293 cAMP activation (counter-screen); hit rate 2.5% among 73,000; parental HEK293 CNG cAMP sensor, membrane potential fluorescence; Potency, µM (titrated, usually from 57.1 µM), for inactives: at the highest dose activation, hits mostly activators; also: potency is read from the fitted curve at half-maximal effect; % of control where 0% means no effect; nearly all actives have a fitted effect of over 55% in size
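Parental HEK 293 cells stably expressing a modified CNG channel (no TSHR) report cAMP rise as membrane depolarization. Membrane potential dye with 100 uM RO 20-1724 was loaded for 60 min at room temperature, then compound added for 30 min; fluorescence read at 590 nm.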
BRCT PPI green: BRCA1 BRCT-phosphoprotein interaction inhibition. P38398. Potency, µM (highest dose often 76.9 µM), for the others: at the top dose activity change, negative = inhibition, hits mostly inhibitors. hit rate 0.05% among 75,000. BRCA1 BRCT-phosphopeptide binding, green fluorescence polarization;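 also: potency is read from the fitted curve at half-maximal effect; plate controls were peptide without protein for full effect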
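Compounds were incubated for 12 min at room temperature with a complex of 100 nM fluorescein-tagged pBACH1 decapeptide and 250 nM His-tagged BRCT protein. Buffer was phosphate pH 7.3 with EDTA, DTT and Tween 20. Disruption of binding lowers the polarization signal.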
Tau fil binding: tau filament binding; P10636; recombinant tau filaments, thioflavin S fluorescence, 15 h; filaments grown with octadecylsulfate alongside compound; hit rate 2% among 71,000; Potency, µM (doses to about 57.1 µM), for the others: top-dose activity change, negative = inhibition;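 also: potency is read from the fitted curve at half-maximal effect; % is scaled to controls: 0 for no effect and ±100 for the full control effect; actives lower thioflavin S fluorescence by blocking filaments or displacing dye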
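His-tagged recombinant human tau (exons 2, 3 and 10 included), 1 uM, was induced to fibrillize by 30 uM sodium octadecylsulfate with compound present. After 15 h at 37 C, thioflavine S fluorescence (ex 450, em 510 nm) was read.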
CRE Fsk mod: modulators of forskolin-stimulated CRE signaling in CHO cells; CHO CRE-bla reporter (cAMP response element driving beta-lactamase), forskolin EC10, beta-lactamase ratio; Potency, µM (top dose mostly 38.2 µM), without a hit: top-dose activity change, negative = inhibition, usual class: activators; hit rate 2.5% among 71,000; AID 662; active = well fitted activation curve with a large enough effect in the signal ratio, with a control signal flat, not every such curve was filed as active; inconclusive = small, poorly fitted or top-dose-only effect, or effect the other way, or a change in a side signal; the % refers to the signal ratio; also: potency is read from the fitted curve at half-maximal effect; % of control where 0% means no effect
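Forskolin analogue NKH 477 at EC10 stimulated CRE-driven beta-lactamase in CHO cells alongside compound dilution series. Beta-lactamase was measured with CCF4, excitation 405 nm, emission ratio 460/530 nm.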
ERK AVP block: blocks ERK signaling stimulated by vasopressin; HEK293-V1b, vasopressin-stimulated pERK AlphaScreen; Potency, µM (highest dose often 57.5 µM), for the others: top-dose activity, negative = inhibition, usual class: inhibitors; hit rate 0.99% among 72,000; also: potency is read from the fitted curve at half-maximal effect; % is scaled to controls: 0 for no effect and ±100 for the full control effect; nearly all actives have a fitted effect of over 55% in size
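Phosphorylated ERK1/2 detected via AlphaScreen bead proximity in lysates of V1b-expressing HEK293 cells given 25 nM vasopressin for 5 min after 30 min compound exposure (37 °C). AC50 from Hill equation; basal DMSO 0%, vasopressin 100%.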
The depositor's hits bear a star; [ ] = remark or other dose. Unless noted, calls follow the shape of the dose curve; as a rule, active = well fitted curve in the direction sought with a large enough effect; inconclusive = small, poorly fitted or top-dose-only effect, or another doubt; inactive = no such curve, though single readings can be large; an effect the other way counts as inactive or inconclusive.

How did CSc1cccc(-n2c(C)cc(C(N)=O)c2C)c1 do in these assays?
Luciferase inh: 1%; A350 autofl: inactive; USP2a inhib: 6%; Caspase-7 inhib: -2%; BRCT inh red: 0.1%; Casp1 inh: -3%; HEK293 cAMP cs: inconclusive; BRCT PPI green: 0.5%; Tau fil binding: -7%; CRE Fsk mod: -6%; ERK AVP block: 10%

How did COc1ccc(Br)cc1CNC(=O)CCN1C(=O)COc2ccccc21 do in these assays?
Luciferase inh: 1%; A350 autofl: inconclusive; USP2a inhib: 6%; Caspase-7 inhib: 1%; BRCT inh red: 0.8%; Casp1 inh: 0%; HEK293 cAMP cs: 7%; BRCT PPI green: -2.1%; Tau fil binding: 6%; CRE Fsk mod: 3%; ERK AVP block: -16%

Results for CS(=O)(=O)N1CCCC(C(=O)N2CCc3ccccc3C2)C1 (stereo unspecified) ?
Luciferase inh: 1%; A350 autofl: inconclusive; USP2a inhib: 0%; Caspase-7 inhib: 2%; BRCT inh red: -3.9%; Casp1 inh: 1%; HEK293 cAMP cs: 1%; BRCT PPI green: -1.7%; Tau fil binding: -40%; CRE Fsk mod: inconclusive; ERK AVP block: 4%

How did COc1ccc(S(=O)(=O)Nc2ccc(S(=O)(=O)N3CCCCC3)cc2)cc1 do in these assays?
Luciferase inh: 2%; A350 autofl: inactive; USP2a inhib: 24%; Caspase-7 inhib: -3%; BRCT inh red: -1.4%; Casp1 inh: -4%; HEK293 cAMP cs: -2%; BRCT PPI green: -1.2%; Tau fil binding: -18%; CRE Fsk mod: 3%; ERK AVP block: 17%

How did C=C1C(=O)C=C2CN(C(=O)c3ccccc3)[C@@](Cc3ccc(OC)cc3)(C(=O)OC)[C@@H]12 do in these assays?
Caspase-7 inhib: 0%; BRCT inh red: -1.3%; Casp1 inh: 11%; HEK293 cAMP cs: inconclusive; BRCT PPI green: 10%; Tau fil binding: 0%; CRE Fsk mod: inconclusive; ERK AVP block: inconclusive

Results for Cc1onc(-c2c(F)cccc2Cl)c1C(=O)NCc1ccco1 ?
Luciferase inh: 0%; USP2a inhib: 24%; Caspase-7 inhib: -3%; BRCT inh red: 2.2%; Casp1 inh: -5%; HEK293 cAMP cs: 2%; BRCT PPI green: 1.2%; Tau fil binding: 2%; CRE Fsk mod: -9%; ERK AVP block: 1%

How did Cc1nn(-c2ccccc2)c2c1C1(C(=O)Nc3ccccc31)N1C(=N2)Sc2ccccc21 (stereo unspecified) do in these assays?
Luciferase inh: 2%; A350 autofl: inactive; USP2a inhib: 14%; Caspase-7 inhib: -22%; BRCT inh red: 1.2%; Casp1 inh: -2%; HEK293 cAMP cs: -17%; BRCT PPI green: 1.8%; Tau fil binding: 18%; CRE Fsk mod: inconclusive; ERK AVP block: -25%

How did COc1ccc(NCc2nnc(SCC(=O)N3CCCc4ccccc43)o2)cc1 do in these assays?
Luciferase inh: -6%; A350 autofl: inactive; USP2a inhib: 18%; Caspase-7 inhib: 0%; BRCT inh red: -0.3%; Casp1 inh: -2%; HEK293 cAMP cs: 1%; BRCT PPI green: 3.8%; Tau fil binding: -9%; CRE Fsk mod: -2%; ERK AVP block: 18%

Results for CN(C)CCCN1C(=O)C(=O)/C(=C(/O)c2ccncc2)C1c1ccccc1 (stereo unspecified) ?
Luciferase inh: 1%; A350 autofl: inactive; USP2a inhib: -5%; Caspase-7 inhib: 0%; BRCT inh red: -0.5%; Casp1 inh: 2%; HEK293 cAMP cs: -3%; BRCT PPI green: 1.5%; Tau fil binding: -1%; CRE Fsk mod: -1%; ERK AVP block: 29%

What do the screens show for `CC1CCCN(c2nc3c(c(=O)[nH]c(=O)n3C)n2Cc2ccccc2Cl)C1` (stereo unspecified)?
Luciferase inh: 1%; Caspase-7 inhib: -1%; BRCT inh red: -0.2%; Casp1 inh: 2%; HEK293 cAMP cs: inconclusive; BRCT PPI green: -1.7%; Tau fil binding: -4%; CRE Fsk mod: 19%

What do the screens show for `CCOc1cc(CO)ccc1OCC(=O)N1CCCCC1`?
Luciferase inh: 2%; A350 autofl: inactive; USP2a inhib: -2%; Caspase-7 inhib: 3%; BRCT inh red: 0.9%; Casp1 inh: 0%; HEK293 cAMP cs: 1%; BRCT PPI green: -0.1%; Tau fil binding: -3%; CRE Fsk mod: 2%; ERK AVP block: -3%

Results for COc1cc(C(=O)N2CCN(Cc3ccccc3C(F)(F)F)CC2)cc(OC)c1OC ?
Luciferase inh: 2%; USP2a inhib: 22%; Caspase-7 inhib: -1%; BRCT inh red: 1.7%; Casp1 inh: 1%; HEK293 cAMP cs: 3%; BRCT PPI green: 1.0%; Tau fil binding: 10%; CRE Fsk mod: 15%; ERK AVP block: -9%

How did Cc1ccsc1C(=O)OCC(=O)Nc1sccc1C(N)=O do in these assays?
Luciferase inh: -25%; A350 autofl: inactive; USP2a inhib: 17%; Caspase-7 inhib: 4%; BRCT inh red: -0.8%; Casp1 inh: 1%; HEK293 cAMP cs: -2%; BRCT PPI green: 1.2%; Tau fil binding: -7%; CRE Fsk mod: inconclusive; ERK AVP block: -28%

How did CC(C)CCNC(=O)NC(=O)COc1ccccc1C#N do in these assays?
Luciferase inh: -1%; A350 autofl: inactive; USP2a inhib: 3%; Caspase-7 inhib: -1%; BRCT inh red: 1.1%; Casp1 inh: 0%; HEK293 cAMP cs: -5%; BRCT PPI green: 0.0%; Tau fil binding: -2%; CRE Fsk mod: 4%; ERK AVP block: -11%

Results for O=C(O)C1CCC(=O)N1Cc1ccccc1Cl (stereo unspecified) ?
Luciferase inh: 1%; A350 autofl: inactive; USP2a inhib: -13%; Caspase-7 inhib: -1%; BRCT inh red: -1.5%; Casp1 inh: 3%; HEK293 cAMP cs: -1%; BRCT PPI green: -1.1%; Tau fil binding: -2%; CRE Fsk mod: -5%; ERK AVP block: 14%

Results for Cc1cc(C(=O)COC(=O)C2COc3ccccc3O2)c(C)n1CC1CCCO1 (stereo unspecified) ?
Luciferase inh: 16µM*; A350 autofl: inactive; USP2a inhib: 5%; Caspase-7 inhib: -1%; BRCT inh red: -4.0%; Casp1 inh: -5%; HEK293 cAMP cs: 2%; BRCT PPI green: -2.5%; Tau fil binding: -6%; CRE Fsk mod: -17%; ERK AVP block: 22%

Results for CC(=O)NC(CC(=O)O)C(=O)NC(CCC(=O)O)C(=O)O (stereo unspecified) ?
USP2a inhib: -8%; Caspase-7 inhib: 2%; BRCT inh red: 1.3%; Casp1 inh: 2%; BRCT PPI green: -1.4%; ERK AVP block: 0%

What do the screens show for `COc1ccc(CNc2ccnc(-c3cccc(C#N)c3)n2)c(OC)c1`?
Luciferase inh: -2%[2.29 µM]; A350 autofl: inactive; USP2a inhib: inconclusive; Caspase-7 inhib: -6%; BRCT inh red: -1.3%; Casp1 inh: -9%; HEK293 cAMP cs: inconclusive; BRCT PPI green: -3.1%; Tau fil binding: 16%; CRE Fsk mod: inconclusive; ERK AVP block: -20%

What do the screens show for `CCc1ccccc1NC(=O)CSc1nc2ccccc2n1CC(=O)N(C)C`?
Luciferase inh: 6%; A350 autofl: inactive; USP2a inhib: 0%; Caspase-7 inhib: -2%; BRCT inh red: 0.7%; Casp1 inh: -1%; HEK293 cAMP cs: 6%; BRCT PPI green: -0.1%; Tau fil binding: -8%; CRE Fsk mod: -2%; ERK AVP block: -18%

What do the screens show for `Cc1ccc(NC(=O)CN2CCC3(O)CCCCC3C2c2ccc3c(c2)OCO3)c(C)c1` (stereo unspecified)?
Luciferase inh: 1%; A350 autofl: inactive; USP2a inhib: 28%; Caspase-7 inhib: -4%; BRCT inh red: -0.5%; Casp1 inh: -5%; HEK293 cAMP cs: inconclusive; BRCT PPI green: -4.2%; Tau fil binding: -18%; CRE Fsk mod: inconclusive; ERK AVP block: -10%

Results for Cc1cc(NC(=O)CC(C)(C)C)nc2c1c(=O)oc1ccccc12 ?
Luciferase inh: 0%; A350 autofl: inactive; USP2a inhib: 22%; Caspase-7 inhib: -6%; BRCT inh red: 1.0%; Casp1 inh: -5%; HEK293 cAMP cs: 13%[2.29 µM]; BRCT PPI green: 2.2%; Tau fil binding: -1%; CRE Fsk mod: 2µM*; ERK AVP block: 17%

Results for CCC(=O)Nc1nc(C)c(C(=O)N2CCCCC2)s1 ?
Luciferase inh: 1%; A350 autofl: inactive; USP2a inhib: -3%; Caspase-7 inhib: 0%; BRCT inh red: 0.6%; Casp1 inh: 2%; HEK293 cAMP cs: -4%; BRCT PPI green: -1.3%; Tau fil binding: 5%; CRE Fsk mod: inconclusive; ERK AVP block: 4%

From PubChem BioAssay

Hits appear at their usual frequency. About 16% of those tested had a hit in this group.
